From PubChem
Tb PFK block: qHTS Assay to Find Inhibitors of T. brucei phosphofructokinase; Potency, µM (doses to about 57.5 µM), for inactives: at the highest dose activity, negative = inhibition, most hits filed as inhibitors; T. brucei PFK, ADP-Glo luminescence; hit rate 0.17% among 330,000; AID 485367, 2010;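 note: potency is the fitted concentration of half-maximal effect; 0% = uninhibited 1x PFK enzyme wells and -100% = no-enzyme wells; nearly all actives have a fitted effect of over 60% in size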
Target sequence (O15648 whole entry, looked up): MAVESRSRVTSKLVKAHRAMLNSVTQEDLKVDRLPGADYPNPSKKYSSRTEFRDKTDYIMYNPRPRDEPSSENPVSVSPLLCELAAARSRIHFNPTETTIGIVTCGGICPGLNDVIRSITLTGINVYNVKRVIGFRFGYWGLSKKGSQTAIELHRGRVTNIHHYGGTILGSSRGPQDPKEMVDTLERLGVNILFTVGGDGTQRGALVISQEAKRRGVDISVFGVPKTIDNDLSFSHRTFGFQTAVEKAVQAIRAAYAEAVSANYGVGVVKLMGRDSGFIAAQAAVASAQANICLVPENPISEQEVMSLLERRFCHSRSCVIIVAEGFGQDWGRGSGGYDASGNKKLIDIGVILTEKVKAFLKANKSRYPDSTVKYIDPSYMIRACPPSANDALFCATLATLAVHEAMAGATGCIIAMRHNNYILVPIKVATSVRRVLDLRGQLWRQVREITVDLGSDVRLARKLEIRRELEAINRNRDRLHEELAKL
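ADP-Glo luminescence quantified ADP after 45 min at room temperature, with 1.25 nM T. brucei PFK, 0.1 mM ATP and 0.5 mM fructose-6-phosphate in pH 8.0 TEA buffer. qHTS titrations up to 57 µM; curves classified by quality.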
Gal4-VP16 FLuc: VP16 counterscreen qHTS for inhibitors of ROR gamma transcriptional activity | Drosophila S2 Gal4-VP16 UAS-luciferase, luminescence, 20 h | Potency, µM (top dose mostly 53.6 µM), for the others: at the highest dose activity, negative = inhibition, usual class: inhibitors | hit rate 3.5% among 310,000;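 note: Gal4-VP16 expression switched on by copper sulfate through the metallothionein promoter; potency is the fitted concentration of half-maximal effect; % is set by controls: 0 for no effect and ±100 for the full control effect; nearly all actives have a fitted effect of over 50% in size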
uPA surface inh: qHTS for Inhibitors of Cell Surface uPA Generation. hit rate 0.31% among 330,000. cell surface uPA generation assay, qHTS. AID 540303, 2011. Potency, µM (top dose mostly 38.3 µM), for the others: top-dose activity change, negative = inhibition, hits mostly inhibitors; active = well fitted inhibition curve with a large enough effect; inconclusive = small, poorly fitted or top-dose-only effect; inactive = no such curve, though single readings can be large or run the other way; tested in mouse RAW 264.7 cells; note: potency is the fitted concentration of half-maximal effect; % is set by controls: 0 for no effect and ±100 for the full control effect; nearly all actives have a fitted effect of over 55% in size
NPC1 promoter act: qHTS Assay for NPC1 Promoter Activators | Potency, µM (titrated, usually from 9.22 µM), for the others: at the top dose activation, actives largely listed as activators | hit rate 2.4% among 320,000 | Huh7 NPC1 promoter luciferase reporter, 24 h;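 note: potency is the fitted concentration of half-maximal effect; % of control where 0% means no effect; nearly all actives have a fitted effect of over 60% in size; reporter is driven by a mutant NPC1 promoter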
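Readout is luciferase luminescence, reflecting NPC1 promoter activation in stably transfected Huh7 cells after 24 h compound exposure at 37 °C in reduced-serum medium with 10% FBS.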
KCNH2 3.1 inh: qHTS for Inhibitors of KCHN2 3.1: Mutant qHTS. U2OS KCNH2 3.1, thallium flux FluxOr; stronger effect = lower value. activity change, % (tested at about 1.8 µM). hit rate 0.95% among 340,000. AID 720553, 2013;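 active = maximum activity change below -70%; inconclusive = maximum activity change from -70% to -50%; inactive = maximum activity change above -50%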;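 note: thallium influx rate constant from kinetic fluorescence after stimulation buffer; % is set by controls: 0 for no effect and ±100 for the full control effect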
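Channel expression came from 3.1 mutant virus (1.77 x 10^8 /mL) applied to suspended U2OS cells for 4 h. Flux was tracked with FluxOr dye plus Red40 quencher, and kinetic rate constants normalized to controls.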
RORg inh: qHTS for inhibitors of ROR gamma transcriptional activity | Drosophila S2 Gal4-RORgamma UAS-luciferase reporter, 20 h | Potency, µM (titrated, usually from 53.6 µM), for inactives: at the highest dose activity change, negative = inhibition, most hits filed as inhibitors | hit rate 5.4% among 310,000 | AID 2551, 2010; note: potency is the fitted concentration of half-maximal effect; % is set by controls: 0 for no effect and ±100 for the full control effect; nearly all actives have a fitted effect of over 60% in size
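Stably transfected Drosophila Schneider cells are the test system, with ROR gamma fused to Gal4 and luciferase under UAS control; luminescence is read after 20 hr of 700 uM copper sulfate induction at ambient temperature.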
ELG1 genotox: qHTS screen for small molecules that induce genotoxicity in human embryonic kidney (HEK293T) cells expressing luciferase-tagged ELG1 | HEK293T ELG1-luciferase reporter, luminescence, 16 h | Potency, µM (series often up to 46 µM), inactives show top-dose activity change, positive = activation, usual class: activators | hit rate 1.3% among 330,000; note: potency is the fitted concentration of half-maximal effect; % of control where 0% means no effect; nearly all actives have a fitted effect of over 60% in size
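HEK293T cells expressing luciferase-tagged ELG1 were treated with compound or DMSO for 16 hr at 37°C. Luciferase activity was then read after 30 min with ONE-Glo at room temperature; rising signal flags genetic stress.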
Rab9 promoter act: qHTS Assay for Rab9 Promoter Activators; hit rate 2.8% among 320,000; Huh7 Rab9 promoter-luciferase reporter, luminescence, 24 h; Potency, µM (top dose mostly 9.22 µM), for the others: top-dose activation, negative = inhibition, most hits filed as activators; note: potency is the fitted concentration of half-maximal effect; % of control where 0% means no effect; nearly all actives have a fitted effect of over 60% in size
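Stable Rab9-luc Huh7, 1500 cells/well, 2 h settle; cmpd in DMSO, 24 h, 37 °C/5% CO2; luciferase reagent 10 min RT; luminescence.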
Giardia kill: Small Molecules that selectively kill Giardia lamblia: qHTS; Giardia lamblia trophozoite viability; activity change, % at 7.66 µM, hits read low; hit rate 0.15% among 340,000; in the data active = activity change below about -80%; inconclusive = between about -30% and that limit;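 note: parasites exposed to compound for two days anaerobically before the ATP read; % is set by controls: 0 for no effect and ±100 for the full control effect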
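Giardia trophozoites, 100 cells per well, were exposed to compounds for 48 hrs at 37 deg C under anaerobic conditions; viability was then read as ATP content by bioluminescence after 15-30 min at room temperature.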
FBPA coupling cs: qHTS Assay for Inhibitors of Fructose-1,6-bisphosphate Aldolase from Giardia Lamblia: Coupling assay counterscreen; coupling enzyme system counterscreen, AmpLite Red fluorescence; activity change, negative = inhibition, % at 58.2 µM, hits read low; hit rate 0.67% among 290,000; AID 2472, 2010; in the data active = activity change below about -30%; note: % is set by controls: 0 for no effect and ±100 for the full control effect
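Activity here indicates interference with the coupling reaction, not aldolase inhibition. Compounds at 57.5 uM final met coupling enzymes for 10 min at RT; substrate and AmpLite Red detection followed, with a 525/598 nm fluorescence read after 20 min.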
FLuc modulator: qHTS profiling assay for firefly luciferase inhibitor/activator using purifed enzyme and Km concentrations of substrates (counterscreen for miR-21 project); purified FLuc, Km substrates, luminescence inhibition; AID 588342, 2011; Luciferin 4-monooxygenase (Photinus pyralis), P08659; Potency, µM (doses to about 57.5 µM), without a hit: at the top dose activity change, negative = inhibition, hits mostly inhibitors; hit rate 6.9% among 360,000;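 note: potency is the fitted concentration of half-maximal effect; plate controls were vehicle for no effect and reference inhibitor for full effect; nearly all actives have a fitted effect of over 55% in size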
Target sequence (P08659 whole entry, looked up): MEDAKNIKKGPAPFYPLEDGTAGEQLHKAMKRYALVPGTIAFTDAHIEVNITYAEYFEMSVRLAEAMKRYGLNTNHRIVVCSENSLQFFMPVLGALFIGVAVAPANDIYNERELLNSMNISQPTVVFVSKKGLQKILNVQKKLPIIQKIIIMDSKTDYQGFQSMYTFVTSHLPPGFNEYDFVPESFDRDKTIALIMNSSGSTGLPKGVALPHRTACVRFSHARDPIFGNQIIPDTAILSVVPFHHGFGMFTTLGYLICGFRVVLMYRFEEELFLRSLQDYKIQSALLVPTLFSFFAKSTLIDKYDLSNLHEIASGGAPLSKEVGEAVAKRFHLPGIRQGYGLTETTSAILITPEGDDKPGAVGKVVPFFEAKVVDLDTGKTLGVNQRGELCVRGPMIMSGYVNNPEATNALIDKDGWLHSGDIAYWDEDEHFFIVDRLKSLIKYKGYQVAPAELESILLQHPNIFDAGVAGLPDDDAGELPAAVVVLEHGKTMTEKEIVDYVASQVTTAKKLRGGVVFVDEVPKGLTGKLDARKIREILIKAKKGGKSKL
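Purified P. pyralis luciferase (10nM final) with 10uM D-luciferin and 10uM ATP (Km levels) in 50mM Tris acetate pH 7.5, 10mM Mg acetate, 0.01% Tween-20, 0.05% BSA; qHTS 6-point titration, ~60 µM downward; luminescence read.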
* = called active by the depositor; ? = inconclusive; · = not tested or not shown; & = joins results of further samples; [ ] = another dose, or the depositor's remark. Unless noted, calls come from the whole dose curve; as a rule, active = well fitted curve in the direction sought with a large enough effect; inconclusive = small, poorly fitted or top-dose-only effect, or another doubt; inactive = no such curve, though single readings can be large; an effect the other way counts as inactive or inconclusive. This is a subset; count on the stated rates, not on these rows.

canonical_smiles | Tb PFK block | Gal4-VP16 FLuc | uPA surface inh | NPC1 promoter act | KCNH2 3.1 inh | RORg inh | ELG1 genotox | Rab9 promoter act | Giardia kill | FBPA coupling cs | FLuc modulator
Nc1c(C(=O)NCc2ccco2)c2nc3ccccc3nc2n1CCN1CCOCC1 | 7% | 4% | · | -1% | 21 | -45% | -1% | 12% | 7 | -2 | 3%
CCN(C(=O)COC(=O)c1cn(C)c2ccccc12)c1ccc(F)cc1 | -1% | · | 5% | -5% | -19 | · | -6% | -3% | 0 | · | 3%
CCOP(=O)(/C=C(\Cl)c1ccccc1)C(O)c1ccc(F)cc1 (configuration not stated) | 4% | -8% | -3% | 1% | -3 | 0% | 0% | -1%[1.84 µM] | -4 | -1 | -3%
Cc1c(Cc2ccccc2)c(=O)oc2cc(OCc3ccc(C(=O)O)cc3)ccc12 | 5% | -7% | -2% | -6% | -11 | 1% | 9% | -4% | 13 | 11 | ?
COc1cccc(C(=O)C2CN(C)CC2c2ccc(Cl)cc2)c1 (configuration not stated) | 3% | -6%[10 µM] | · | -7% | -12 | 8% | -8% | -3% | -7 | 2 | -2%
OC1(c2ccc(Cl)cc2)CCN(Cc2c[nH]c3ccccc23)CC1 | · | -1% | 4% | -34%[inhibitor][46.1 µM] | ? | -40% | · | -35%[inhibitor][46.1 µM] | 23 | 2 | ·
Cn1cc(C(=O)OCC(=O)Nc2ccccc2Cl)c2ccccc21 | 0% | · | 23% | 2% | -3 | · | -2% | 2% | 0 | · | 1%
CC1CCN2c3nc4ccccn4c(=O)c3CC3(C(=O)N(C)C(=O)N(C)C3=O)C2C1 (configuration not stated) | -12% | -8% | · | -3% | 10 | 16% | -1% | -3% | -3 | 0 | 0%
COc1ccc(C(=O)C2CCCN(Cc3cnc(C)s3)C2)c(OC)c1 (configuration not stated) | -2% | -21% | -5% | 2% | 6 | 27% | -1% | 14% | 30 | 0 | ?
O=[N+]([O-])c1cc2c(cc1CNCCc1ccc3c(c1)OCO3)OCO2 | 1% | 12% | 2% | -2% | -24 | -9%[10 µM] | -2% | -19% | -7 | -14 | -1%
COC(=O)C1=C(c2ccc(Cl)c(C(F)(F)F)c2)C[C@@H]2CC[C@H]1N2C(=O)N1CCC(O)(c2ccc(Cl)cc2)CC1 | -1% | · | ? | · | 8 | · | -6% | · | 5 | · | ·
CC[C@H](C)[C@@H](C(=O)N1CCCC1c1nccs1)N(C)C(=O)[C@H](CC(C)C)N(C)C(=O)[C@H](Cc1ccc(OC)cc1)N(C)C(=O)/C=C(\C)OC (some centres not stated) | 3% | · | ? | · | -6 | · | -3% | · | 16 | · | ·
CCN(CC)N=O | 1% | 20% | 15% | -1% | 14 | -2% | 1% | -4% | 27 | · | 0%
C=C(C=O)CC1CC(O)[C@]2(C)OC3C[C@@H]4OC5C[C@]6(C)O[C@]7(C)CCC8OC9C[C@]%10(C)OC(/C(C)=C\CO)C(O)CC%10OC9CC(C)C8OC7CC6O[C@]5(C)C/C=C\C4OC3CC2O1 (some centres not stated) | 0% | · | -5% | -5% | 2 | · | 0% | -2% | -20 | · | 3%
CCCCn1c(O)c(C(C)=NCc2cc(OC)cc(OC)c2)c(=O)[nH]c1=O | -2% | -11% | -2% | 0% | -4 | 7% | -14% | 2% | 13 | 10 | -1%
Cc1ccc(C=C2C(Cl)=C(Cl)C(Cl)=C2Cl)cc1 | ? | -1% | -2% | -5% | -6 | -4% | 9% | -37%[inhibitor] | -1 | 1 | ?
NC(=S)c1cn(C2OC(CO)C(O)C2O)c2ncnc(N)c12 (configuration not stated) | ? | 2.5µM* | -7% | -44%[inhibitor] | 0 | 7.1µM* | -14% | -52%[inhibitor] | -18 | 1 | -6%
COc1ccc(CN2CCN(C(=O)COc3ccc4ccccc4c3)CC2)c(OC)c1 | 0% | -3% | -20% | 0% | -93* | 7% | -6% | -2% | -3 | -9 | -5%
O=C(/C=C/c1ccc2c(c1)OCO2)c1c(O)n(CCc2ccccc2)c(=O)[nH]c1=O | 1% | 1% | 0% | 3% | -7 | 5% | -7% | -2% | ? | -1 | ?
CC1(C)C(C(=O)NCc2ccco2)C1(C)C | -3% | -9% | 0% | -1% | -9 | -6% | -4% | -2% | 10 | 3 | -1%
COc1cc(C(C)=O)ccc1OC(=O)N(C)c1ccccc1 | -6% | 0% | 10% | 9% | 3 | 1% | -13% | -4% | -6 | -5 | -4%
CCOC(=O)c1cc(C)n(CCc2cnc[nH]2)c1C | 4% | -1% | 11% | 17% | 2 | -5% | -3% | 18% | -3 | 0 | -6%
O=C1NC(=S)NC(=O)C1C/C=C/c1ccccc1 | -1% | -1% | 5% | 1% | -1 | -15% | 5% | 1% | -7 | -1 | 1%
O=C1CCCN1CC#CCN1CCCC1 | 0% | 5%&0%&2% | 9% | -2%[46.1 µM] | -7 | 21%&-9%&8% | 0% | -2%[46.1 µM] | -9 | 0&1&3 | 0%
CCCCC(=O)N/N=C/c1c(O)n(CCc2ccccc2)c(=O)[nH]c1=O | 7% | -10% | 5% | 0% | 9 | 10µM* | 0% | -3% | 20 | 6 | 0%
Cc1c(OC(=O)N(C)C)ccc2c1O/C(=C\c1ccco1)C2=O | -8% | 7% | 4% | ? | -11 | 40% | 13% | 4µM* | 1 | -2 | 0.48µM*
CCCCn1c(O)c(/C=C2/C=CC=N2)c(=O)[nH]c1=O | 1% | -14% | -3% | -8% | 2 | ? | -1% | -5% | 4 | -1 | 1%
COc1cc2c3c(c1OC)Oc1ccc(cc1)C[C@H]1c4c(cc(OC)c(OC)c4Oc4ccc(cc4)C[C@@H]3N(C)CC2)CCN1C | -2% | · | 25% | · | -15 | · | -4% | · | 14 | · | ·
CCCCn1c(N)c(C(=O)OCC2CCCO2)c2nc3ccccc3nc21 (configuration not stated) | 3% | -23% | 15% | 1% | -8 | -10% | -1% | 10% | 4 | -27 | ?
COC(=O)[C@@]1(Cc2ccc(F)cc2)[C@H]2c3cc(C(=O)N(C)C)[nH]c3C[C@H]2CN1C(=O)c1ccccc1 | -3% | -4%&-4% | 13% | -1% | · | ? | 6% | -2% | -22 | 3&1 | 1%

The last three entries of the part above lead into the next.
canonical_smiles | Tb PFK block | Gal4-VP16 FLuc | uPA surface inh | NPC1 promoter act | KCNH2 3.1 inh | RORg inh | ELG1 genotox | Rab9 promoter act | Giardia kill | FBPA coupling cs | FLuc modulator
COc1cc2c3c(c1OC)Oc1ccc(cc1)C[C@H]1c4c(cc(OC)c(OC)c4Oc4ccc(cc4)C[C@@H]3N(C)CC2)CCN1C | -2% | · | 25% | · | -15 | · | -4% | · | 14 | · | ·
CCCCn1c(N)c(C(=O)OCC2CCCO2)c2nc3ccccc3nc21 (configuration not stated) | 3% | -23% | 15% | 1% | -8 | -10% | -1% | 10% | 4 | -27 | ?
COC(=O)[C@@]1(Cc2ccc(F)cc2)[C@H]2c3cc(C(=O)N(C)C)[nH]c3C[C@H]2CN1C(=O)c1ccccc1 | -3% | -4%&-4% | 13% | -1% | · | ? | 6% | -2% | -22 | 3&1 | 1%
CCN(CC)C(=O)c1ccc2c(c1)C1C(Cl)C(Sc3ccccc3[N+](=O)[O-])CC1C(C(=O)O)N2 (configuration not stated) | -15% | ? | 5% | 2% | 1 | -3% | -4% | -4% | 10 | -6 | -17%
CCCCN1C(=O)/C(=C\c2ccco2)C(=O)N(CCc2ccccc2)C1=O | ? | -4% | 0% | -1% | -9 | 21% | 0% | 0% | -14 | 0 | ?
OC(c1ccc(F)cc1)(c1ccc(F)cc1)[C@@H]1CCCN1 | -8% | -3% | 1% | 0% | -9 | -1% | 1% | -5% | 3 | 2 | 1%
Cn1c(O)c(C(=O)c2ccccc2Cl)c(=O)n(C)c1=O | 2% | ? | 3% | 7% | 1 | -3% | -8% | 15% | -11 | -2 | 1%
COc1ccc(N2C(=O)NC(=O)/C(=C/c3ccc4c(c3)Cc3ccccc3-4)C2=O)cc1 | 10% | ? | · | -5% | · | ? | 12% | -1% | · | 4 | ?
